PPC-1+TRAIL kill = compounds killing PPC-1 cancer cells with TRAIL present (potentiator screen, no TRAIL-free arm); PPC-1 cells + TRAIL, ATPLite viability luminescence; cell killing (% activity), % at 4 µM; 0.41% of 220,000 active;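 active = cell killing above 50% in the first pass at 4 µM, then a duplicate retest at 5 µM averaging 50% or more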;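 note: plate controls were cells with TRAIL plus DMSO for no effect and medium-only wells lacking cells for full effect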
MDM2 E3 inh = inhibitors of human Mdm2 E3 ubiquitin ligase; Q00987; 0.11% of 210,000 active; cell-based MDM2 ubiquitination luciferase reporter, 2 h; 0 = plate control, 100 = twice control, blank-subtracted; signal enhancement, % at 5 µM; AID 1230;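 active = signal enhancement of 30% or more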;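 note: luminescence tracks abundance of the self-degrading MDM2-luciferase fusion protein; higher signal means inhibition of MDM2 E3 ligase activity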
Target sequence (Q00987 whole entry, looked up, the tested form may be a part): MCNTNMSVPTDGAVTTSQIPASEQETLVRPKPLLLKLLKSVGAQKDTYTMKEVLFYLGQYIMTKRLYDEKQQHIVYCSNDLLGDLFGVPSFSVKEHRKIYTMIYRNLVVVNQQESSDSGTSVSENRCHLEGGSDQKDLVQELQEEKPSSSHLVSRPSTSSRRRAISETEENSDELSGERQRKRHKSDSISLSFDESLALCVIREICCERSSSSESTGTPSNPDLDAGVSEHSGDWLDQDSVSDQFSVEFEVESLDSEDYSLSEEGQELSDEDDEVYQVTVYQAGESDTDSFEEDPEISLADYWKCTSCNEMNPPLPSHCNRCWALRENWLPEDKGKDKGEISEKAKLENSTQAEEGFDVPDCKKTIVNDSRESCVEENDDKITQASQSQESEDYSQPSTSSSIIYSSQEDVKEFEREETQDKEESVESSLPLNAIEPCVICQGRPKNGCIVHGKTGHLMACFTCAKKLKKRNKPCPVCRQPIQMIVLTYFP
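Buffer or medium: Cells held in DMEM | Assay system: Stable mammalian line carrying autodegrading MDM2–luciferase fusion reporter | Quantity: 2000 cells/well | Times: 4 h settle plus 2 h compound, 37 °C | Doses: One concentration, 5 µM, with 0.2% DMSO | Technique: Luminescence with SteadyLite reagent, 15 min at room temperature | Benchmarks: Plate controls and plate blanks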
zfTRPN1 agonist = zebrafish TRPN1 (NompC) channel agonism | HEK293 zebrafish TRPN1-YFP, Fluo-8 calcium fluorescence; 100% = response to 87 µM carbachol | activation, % at 3 µM | 0.18% of 220,000 active | AID 1424;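 active = activation above its plate's cutoff, the mean activation of test wells on that plate plus 3 SD, cut at about 19% in these data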;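 note: 0% = DMSO alone and 100% = 87 µM carbachol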
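System: zebrafish TRPN1-YFP in HEK293 cells / Dosing: 3 µM single point / Timing: dye loading 1 h at 37 °C, then 30 min room temperature / Signal: Fluo-8 calcium fluorescence, excitation 470-495 nm, emission 515-575 nm / Read-out basis: percent activation from peak over basal fluorescence ratio, control-normalized / Control set: high carbachol 87 µM, low DMSO alone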
NCF1 inh = inhibitors of human p47phox binding; inhibition, % at 24.7 µM; 0.53% of 220,000 active; p47phox/p22phox peptide binding, fluorescence polarization, 2 h; P14598;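 active = inhibition above about 30%, limit read from the data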;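 note: 0% = p47phox with labelled peptide and 100% = labelled peptide alone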
Target sequence (P14598 whole entry, looked up): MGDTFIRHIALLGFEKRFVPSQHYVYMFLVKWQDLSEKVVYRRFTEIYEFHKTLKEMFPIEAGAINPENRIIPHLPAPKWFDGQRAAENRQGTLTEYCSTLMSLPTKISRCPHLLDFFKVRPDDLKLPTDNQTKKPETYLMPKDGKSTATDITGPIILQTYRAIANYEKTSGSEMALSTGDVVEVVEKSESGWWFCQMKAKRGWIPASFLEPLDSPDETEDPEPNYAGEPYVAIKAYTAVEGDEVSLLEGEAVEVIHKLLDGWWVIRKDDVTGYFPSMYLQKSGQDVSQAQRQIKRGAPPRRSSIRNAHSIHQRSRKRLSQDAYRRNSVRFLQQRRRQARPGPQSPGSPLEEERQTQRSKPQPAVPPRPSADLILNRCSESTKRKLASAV
Runt-SMMHC FRET = blocks binding of human RUNX1 Runt domain to CBFb-SMMHC | Q01196+Q13951 | Cerulean-Runt/Venus-CBFb-SMMHC FRET ratio 530/480, 1 h | inhibition, % at 20 µM | 0.74% of 220,000 active;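 active = mean inhibition across duplicate retests at 20 µM reaching about 50%, limit read from the data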;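 note: 0% = DMSO wells and 100% = wells with excess untagged CBFb-SMMHC; inhibitors lower the FRET ratio by blocking Runt binding to CBFb-SMMHC; some results filed as inactive read as strong as hits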
CHOP inhibitor = blocks CHOP induction under ER stress | CHO-K1 CHOP-promoter luciferase, tunicamycin-induced, 15-18 h | inhibition, % at 10 µM | 3.8% of 220,000 active | AID 2732;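 active = compounds that reduced the stress-induced luciferase reporter signal by more than about 70% of percent inhibition, limit read from the data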;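 note: 0% = tunicamycin plus vehicle and 100% = wells without tunicamycin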
EBV gp42 block = inhibitors of Epstein-Barr virus glycoprotein 42; Fluorescence polarization binding assay, mP read-out; Q1HVG2; 0.42% of 220,000 active; inhibition, % (tested at 21.74 µM); in the data active = inhibition above about 50%
Target sequence (Q1HVG2 whole entry, looked up): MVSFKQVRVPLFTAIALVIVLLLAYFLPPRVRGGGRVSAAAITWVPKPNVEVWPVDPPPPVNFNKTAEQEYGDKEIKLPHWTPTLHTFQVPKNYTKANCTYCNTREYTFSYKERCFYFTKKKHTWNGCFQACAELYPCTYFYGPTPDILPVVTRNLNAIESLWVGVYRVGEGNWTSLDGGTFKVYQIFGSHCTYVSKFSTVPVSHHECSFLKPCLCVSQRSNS
TNF necrop inh = blocks TNF-alpha induced death of Jurkat FADD-/- cells | Jurkat FADD-/- TNF necroptosis rescue, ATP luminescence, 24 h; 0 = TNF only, 100 = no-TNF cells | activation (protection from cell death), % at 10 µM | 0.068% of 220,000 active;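 active = activation, meaning protection from cell death, of at least 50% relative to plate controls; inactive = activation below 50%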;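 note: necroptosis triggered by 40 ng/mL TNF-alpha added together with compound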
TRPML3 agonist = activates the human TRPML3 channel | AID 1448 | HEK293 TRPML3-YFP, Fluo-8 calcium fluorescence; 100% = the carbachol control signal | activation, % at 3 µM | 0.29% of 220,000 active | Q8TDD5;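 active = activation above its plate's cutoff, the mean activation of the plate's test wells plus 3 SD, cut at about 12% in these data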;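 note: 0% = DMSO only wells and 100% = carbachol wells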
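Material: HEK293 cells stably carrying human TRPML3-YFP; compound dosing: single dose, 3 µM final nominal compound, 0.3% DMSO final; incubation: 1-h 37 °C dye load, 5-s basal, 120-s post-compound reads; technique: Fluo-8 intracellular calcium fluorescence, excitation 470-495 nm, emission 515-575 nm; read-out basis: percent activation from peak-to-basal fluorescence ratio, scaled between DMSO and carbachol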
* marks the source's active call; other numbers are inactive results; . = no result given; [ ] = remark or other dose.

SMILES | PPC-1+TRAIL kill | MDM2 E3 inh | zfTRPN1 agonist | NCF1 inh | Runt-SMMHC FRET | CHOP inhibitor | EBV gp42 block | TNF necrop inh | TRPML3 agonist
Cc1nn(C)c(C)c1NS(=O)(=O)c1ccc(N2CCCC2=O)cc1 | 1 | -4 | 0.8 | -2 | -1 | -7 | -9 | -3.3 | 0.2
CCOC(=O)C1CCN(c2cc(C)nc3ccc(OC)cc23)CC1 | 16 | -13 | -0.7 | -9 | -1 | 19 | -7 | 5.2 | 0.1
COc1ccccc1N1CCN(c2ccc(Cl)nn2)CC1 | . | -18 | -0.6 | 0 | . | -22 | -13 | 1.2 | -0.3
CCCCCCc1c(O)nc(SCCN(C)C)[nH]c1=O | 16 | 4 | 2.0 | -11 | 0 | 9 | -7 | -2.1 | 0.4
COC(=O)[C@@H]1C[C@]2(OC(=O)c3ccccc3)C=CC(=O)C[C@@H]2N1C(=O)OCc1ccccc1 | 2 | . | 2.7 | -12 | 3 | -28 | -15 | -20 | 0.2
COc1ccccc1NC(=O)CCC(=O)OCc1ccc(Cl)cc1 | -11 | -1 | 0.4 | -2 | -4 | -10 | -13 | 1.8 | 0.7
O=C(C1CCCN(S(=O)(=O)c2ccc(Br)s2)C1)N1CCCCCC1 (centres undefined) | 22 | -5 | 5.3 | -9 | 1 | 1 | -10 | -0.5 | 0.5
CCOCCCNC(=O)CCC(=O)NNc1nc2ccccc2c2nc(C)nn12 | -5 | -13 | -0.9 | -3 | 1 | 11 | -26 | -0.3 | 0.5
C/C(=N\NC(=O)c1cccc(S(=O)(=O)N2CCCC2)c1)c1cccs1 | 30 | 3 | 0.5 | -2 | 1 | 1 | -12 | -0.2 | 1.2
CC1(C)CC(NC(=O)c2ccncc2)CC(C)(C)N1O | 19 | 3 | 1.8 | 2 | -10 | 36 | -3 | 0.3 | 0.4
Cc1cccc(NC(=O)c2ccccc2OCC(=O)N2CCCC2)c1C | 31 | -12 | 2.1 | -7 | 0 | 8 | 3 | -0.4 | 0.1
O=S(=O)(NCc1cn2ccsc2n1)c1cccs1 | 9 | -4 | -0.1 | 4 | -8 | -4 | -7 | -2.5 | 0.5

As a short view, part of the list above.
SMILES | PPC-1+TRAIL kill | MDM2 E3 inh | zfTRPN1 agonist | NCF1 inh | Runt-SMMHC FRET | CHOP inhibitor | EBV gp42 block | TNF necrop inh | TRPML3 agonist
Cc1nn(C)c(C)c1NS(=O)(=O)c1ccc(N2CCCC2=O)cc1 | 1 | -4 | 0.8 | -2 | -1 | -7 | -9 | -3.3 | 0.2
CCOC(=O)C1CCN(c2cc(C)nc3ccc(OC)cc23)CC1 | 16 | -13 | -0.7 | -9 | -1 | 19 | -7 | 5.2 | 0.1

The list goes on:
SMILES | PPC-1+TRAIL kill | MDM2 E3 inh | zfTRPN1 agonist | NCF1 inh | Runt-SMMHC FRET | CHOP inhibitor | EBV gp42 block | TNF necrop inh | TRPML3 agonist
CC1=C(C#N)C(=O)N(C)C(C)(C)C1 | 4 | 12 | 0.8 | -5 | 2 | -1 | -10 | -2.2 | 0.8
COCCCNC(=S)NCCCNc1nc2cc(C)cc(C)c2cc1C#N | 8 | -19 | -2.1 | -5 | 66* | 24 | -15 | -2.3 | -0.6
CC(C)(C)c1ccc(S(=O)(=O)N(CCCN2CCOCC2)Cc2cccs2)cc1 | 16 | -5 | -0.1 | 0 | -4 | 25 | -8 | 0.6 | 1.2
CCN1CCN(c2nc(-c3ccccn3)nc3ccccc23)CC1 | -10 | -9 | 0.5 | -5 | 1 | -21 | -16 | -1.0 | 1.0
COC(CNC(=O)c1ccc2nc(-c3ccccc3)c(-c3ccccc3)nc2c1)OC | 6 | -15 | 0.3 | -4 | -6 | -15 | 4 | 0.2 | 0.4
C=CCn1c(Sc2nncn2C)nc2c1c(=O)[nH]c(=O)n2C | 6 | -21 | 0.7 | -10 | -3 | 2 | -2 | 0.2 | 0.8
CCOc1ccccc1COC(=O)c1cccc(-n2cnnn2)c1 | 8 | -13 | -0.7 | -11 | 0 | 50 | -11 | -1.5 | -0.7
C=CCOCCN(CC)CC | 5 | -11 | -0.2 | -3 | -1 | 2 | -9 | -0.9 | 1.1
Cc1nn(-c2ccccc2)c(Cl)c1/C=N/NC(=O)c1ccccc1F | 3 | -9 | 1.0 | -3 | 0 | -52 | -7 | 3.7 | -0.6
O=C(O)c1ccc(OCC(O)Cn2cnc3ccccc32)cc1 (centres undefined) | 31 | -21 | -0.6 | -13 | 2 | 22 | -48 | -0.5 | 0.1
Cc1ccccc1CN1C[C@@H]2C[C@@H](c3cnc(N4CCOCC4)s3)N3CCC[C@@]23C1=O | . | -4 | 0.1 | -17 | . | 61 | 3 | -4.4 | 0.5
Cc1oc(S(=O)(=O)N2CCCC2)cc1C(=O)Nc1ccc(F)cc1 | 0 | -16 | 0.2 | 1 | -2 | 14 | -13 | 2.2 | 1.0
Cc1ccc(C2(c3noc(CN(C)Cc4cnn(C)c4)n3)CCCC2)cc1 | -15 | 7 | 0.5 | 0 | 1 | 10 | 2 | -1.7 | 0.7
O=C(N/N=C/C=C\c1cccc([N+](=O)[O-])c1)c1cccnc1 | 8 | -2 | 0.8 | 8 | -1 | 19 | -7 | 5.3 | 0.7
NC(=O)NC(=O)COC(=O)CCSc1ccccc1 | 20 | 1 | 0.9 | 5 | -2 | 6 | -15 | 0.0 | 0.7
COc1ccccc1-c1nnc(SCC(=O)Nc2c(Cl)cccc2Cl)o1 | 15 | 0 | -0.6 | -8 | 2 | -21 | -18 | 0.9 | -0.5
O=[N+]([O-])c1ccc(Nc2nc(Cl)nc(NCCO)n2)cc1 | 9 | 0 | 1.1 | -16 | -1 | -19 | -15 | -0.5 | 1.2
COCCNC(=S)NCCCNc1nc2cc3c(cc2cc1C#N)OCO3 | 10 | -13 | -1.2 | 20 | 48 | 3 | -22 | -5.3 | 0.1
COc1cc(NC(=O)CN2C(=O)C(c3ccccc3)=NC23CCCCCC3)cc(OC)c1 | -11 | 1 | -0.1 | -45 | 3 | 51 | -11 | 2.8 | 0.0
CC(=O)c1[nH]c(C)c(C(C)=O)c1C | 2 | -14 | 0.8 | -7 | -5 | -3 | -66 | 0.1 | 0.6
N/C(Cc1ccc([N+](=O)[O-])cc1)=N\OC(=O)c1ccc(Br)o1 | 7 | -5 | -0.1 | -6 | -2 | 1 | -8 | 0.4 | -0.3
CN(C)c1nc(OCCNC(=O)COc2ccc(Cl)cc2Cl)nc(N(C)C)n1 | 22 | 0 | -0.6 | -2 | -4 | 30 | -11 | 1.2 | 0.8
COc1cc(C)ccc1S(=O)(=O)n1nc(C)cc1C | 9 | . | -1.3 | -4 | 2 | 1 | -5 | -1.1 | -0.5
O=C(O)CCCC(=O)NCCc1cccc(Cl)c1 | 0 | 2 | -0.1 | 3 | -4 | 0 | -24 | -1.7 | -1.2
O=C1C2C3C=CC(C3)C2C(=O)N1c1ncn[nH]1 (centres undefined) | 7 | -1 | 1.5 | -7 | 2 | -8 | -3 | 1.3 | 1.4
Cc1ccc(S(=O)(=O)N2CCN(S(C)(=O)=O)C2c2ccccc2)cc1 (centres undefined) | 5 | -8 | -0.1 | 1 | 0 | -10 | -5 | -0.4 | 0.6
Cc1cc(C(=O)N/N=C/c2cccc([N+](=O)[O-])c2)c2ccccc2n1 | 14 | 8 | -0.5 | -9 | 4 | -30 | -6 | -0.4 | -0.3
COCCn1nnnc1C(C(C)C)N(Cc1cccnc1)Cc1ccccc1Cl (centres undefined) | -2 | -18 | -1.6 | -7 | -2 | 4 | -14 | -0.6 | -0.2
CC1CC(C)CN(C(=O)CSc2nnc(-c3ccc(Cl)cc3)o2)C1 (centres undefined) | 11 | -15 | 1.7 | -9 | -4 | 49 | -7 | 2.0 | -0.2
O=C(NCc1ccccn1)C(=O)N/N=C/c1ccc2c(c1)OCO2 | 4[5 µM] | -1 | -2.8 | -5 | 0 | 37 | -25 | -0.5 | 0.4
CCOc1ccc(C(C)=O)cc1COC(=O)c1cnc(Cl)c(Cl)c1 | -5 | -6 | 0.0 | -21 | -2 | -5 | -4 | -3.0 | -0.3
N=c1c2c(ncn1Cc1ccco1)Oc1cc(O)ccc1C2c1ccccc1 (centres undefined) | 22 | -8 | 2.8 | -4 | 0 | 30 | -4 | 0.7 | 0.6
O=C1C2N=NN(CC(=O)N3N=C(c4cccc5ccccc45)CC3c3ccccc3)C2C(=O)N1c1ccccc1 (centres undefined) | 5 | 11 | -0.8 | -47 | -10 | 26 | -26 | -0.3 | 0.1
COc1ccc(/C=C/C(=O)NC(C)C)cc1Br | 25 | -2 | -0.3 | -9 | 0 | 10 | -1 | -3.7 | -0.5
NNC(=O)CCCNc1ncc(C(F)(F)F)cc1Cl | -7 | -10 | -0.4 | 16 | 0 | 35 | -1 | 0.0 | -1.3
Cc1cc(C)n(C(=O)Cc2cn3ccsc3n2)n1 | 19 | -34 | 0.3 | -1 | -9 | 8 | -9 | 0.1 | 0.4
O=C(NCc1ccc(F)cc1)c1cc(-c2cccs2)on1 | 10 | -23 | -1.9 | -25 | -4 | 6 | -28 | 2.2 | -0.6
CC(C)NC(=O)NC(=O)COC(=O)C1CCCN1C(=O)c1cccs1 (centres undefined) | -2 | -11 | -0.6 | -2 | -3 | 3 | 0 | -1.0 | 0.6
O=C(NCC1CCCO1)c1ccc(/C=N/O)nc1 (centres undefined) | 2 | -13 | 0.3 | 1 | 4 | -9 | -12 | 0.1 | 0.7
O=C(COC(=O)Cc1c(F)cccc1Cl)NCCC1=CCCCC1 | 26 | 4 | -2.2 | 0 | 1 | -5 | 9 | -0.3 | -0.2
COC(=O)Nc1ccc(S(=O)(=O)N2CCCC(C(=O)N3CCOCC3)C2)cc1 (centres undefined) | -13 | -11 | 1.7 | -4 | -3 | -4 | -12 | -0.1 | 0.6
CC1(C)CC(=O)C(C2(O)C(=O)Nc3ccccc32)CO1 (centres undefined) | 2 | -9 | 1.2 | -4 | -3 | -4 | -4 | -0.7 | 0.5
N#CCSc1nc2sc3c(c2c(=O)n1C1CCCCC1)CCCC3 | -10 | -10 | 2.5 | -1 | 0 | -22 | -10 | 68* | 0.7
Cc1ccc(C(=O)N(Cc2ccccc2)C(C)(C)C)cc1C | -2 | 6 | -2.9 | 3 | 4 | 40 | 10 | 0.6 | -1.2
COc1cc(-c2nnc(SCC(=O)/C(C#N)=C(\C)N)o2)cc(OC)c1OC | 2 | -10 | 0.8 | -20 | -3 | -11 | -3 | -7.4 | 0.2
COc1ccc(C(=O)Nc2scc(-c3ccc(Cl)cc3Cl)c2C(N)=O)cc1 | 12 | -37 | 2.3 | -78 | 8 | 45 | -11 | -2.7 | 0.8
O=C(Nc1nnc(SCc2ccc(F)cc2)s1)C1CC(=O)N(c2ccc3c(c2)OCCO3)C1 (centres undefined) | 6 | . | 1.7 | -76 | -8 | 39 | -17 | 1.7 | 0.8
